Source: PubChem BioAssay
IDE exosite FP: insulin-degrading enzyme (human) exo-site inhibition; z-score at 20 µM; P14735; 17,000 compounds, 6.3% hits; purified IDE, FL-6b probe fluorescence polarization; stronger effect = lower value;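 active means z-score of -3 or lower, meaning strong loss of probe binding signal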;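 further: His-tagged human IDE residues 42-1019 made in E. coli with 30 nM FL-6b probe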
Target sequence (P14735 42-1019 limits assumed): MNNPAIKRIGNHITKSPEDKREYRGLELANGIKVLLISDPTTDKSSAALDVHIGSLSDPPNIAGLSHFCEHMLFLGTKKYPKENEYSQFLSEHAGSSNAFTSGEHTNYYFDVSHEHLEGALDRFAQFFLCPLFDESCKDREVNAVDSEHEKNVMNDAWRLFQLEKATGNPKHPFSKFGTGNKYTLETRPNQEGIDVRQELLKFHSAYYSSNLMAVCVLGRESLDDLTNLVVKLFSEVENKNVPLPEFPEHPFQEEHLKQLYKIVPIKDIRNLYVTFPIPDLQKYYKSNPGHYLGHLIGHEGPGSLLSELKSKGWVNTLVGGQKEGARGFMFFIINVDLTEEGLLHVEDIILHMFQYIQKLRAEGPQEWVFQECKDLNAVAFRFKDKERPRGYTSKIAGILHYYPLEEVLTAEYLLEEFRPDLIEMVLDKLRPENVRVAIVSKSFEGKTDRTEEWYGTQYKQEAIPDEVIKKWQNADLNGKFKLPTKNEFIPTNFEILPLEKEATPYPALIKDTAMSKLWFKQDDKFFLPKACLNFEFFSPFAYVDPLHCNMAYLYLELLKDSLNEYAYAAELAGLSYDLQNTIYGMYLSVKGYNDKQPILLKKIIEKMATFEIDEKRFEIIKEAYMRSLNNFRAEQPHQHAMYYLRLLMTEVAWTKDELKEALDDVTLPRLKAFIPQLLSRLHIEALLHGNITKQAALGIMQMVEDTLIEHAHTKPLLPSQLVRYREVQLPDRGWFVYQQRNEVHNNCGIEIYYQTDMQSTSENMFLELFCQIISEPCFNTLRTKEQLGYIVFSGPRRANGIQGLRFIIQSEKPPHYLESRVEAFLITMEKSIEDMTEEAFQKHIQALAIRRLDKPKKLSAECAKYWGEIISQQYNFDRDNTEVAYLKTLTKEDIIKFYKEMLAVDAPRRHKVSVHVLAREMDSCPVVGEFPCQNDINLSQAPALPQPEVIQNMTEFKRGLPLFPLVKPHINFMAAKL
Numbers without * were called inactive; & = joins results of further samples. A portion of the library; count on the stated rates, not on these rows.

IDE exosite FP,SMILES
4.9,C/C=C/c1ccc([C@@H]2[C@@H](CO)N3CCCCN(S(=O)(=O)c4cccs4)C[C@H]23)cc1
0.53,CCC(=O)N1[C@H](CN(CC)C(=O)c2ccccc2)[C@@H](c2ccccc2)[C@@H]1CO
2.6,COc1ccccc1C(=O)N1C[C@@H]2[C@H](c3ccccc31)[C@@H](CO)N2C(=O)Cc1ccccc1
0.65,O=C(C[C@@H]1CC[C@@H]2[C@H](COC[C@@H](O)CN2S(=O)(=O)c2ccc(F)cc2)O1)NCCN1CCCCC1
-0.45,O=C(Nc1ccccc1F)N1CC(=O)N2[C@H](CO)[C@@H](c3ccc(C#CC4CC4)cc3)[C@H]2C1
3.4,O=C(c1ccccc1)N1CC(=O)N2[C@H](CO)[C@@H](c3ccc(C#CCC4CCCC4)cc3)[C@@H]2C1
-0.3,N#C[C@@H]1[C@H](c2ccc(-c3ccccc3F)cc2)[C@@H](CO)N1C(=O)C1CCC1
-3.2*,COc1ccccc1-c1ccc([C@H]2[C@@H](C#N)N(C(=O)C3CC3)[C@@H]2CO)cc1
0.28,C[C@H](CO)N1C[C@H](C)[C@H](CN(C)C(=O)CCCN(C)C)OCCCC[C@H](C)Oc2ccc(NS(=O)(=O)c3ccc(Cl)cc3)cc2C1=O
-0.42,CCC(=O)Nc1ccc2c(c1)C(=O)N(C)C[C@@H](OC)[C@@H](C)CN(Cc1nccs1)[C@H](C)CO2
-1.7,C/C=C/c1ccc([C@H]2[C@@H](CO)N(C(=O)C3CC3)[C@H]2CNC(=O)NC(C)C)cc1
-10*,Cc1ccccc1-c1ccc([C@H]2[C@@H](CO)N3C(=O)CN(C(=O)Nc4ccc(F)cc4)C[C@@H]23)cc1
1.5,C[C@H](O)C#Cc1ccc([C@@H]2[C@@H](CO)N3CCCCN(C(=O)c4ccc5c(c4)OCO5)C[C@H]23)cc1
2.4,COCC(=O)N1CCCCN2[C@@H](CO)[C@H](c3ccc(-c4ccc(C)cc4)cc3)[C@@H]2C1
-13*,O=C(NC1CCCCC1)N1CC(=O)N2[C@H](CO)[C@@H](c3ccc(-c4cccc(F)c4)cc3)[C@@H]2C1
0.12,c1ccc(-c2ccc([C@H]3[C@H]4CNC[C@@H]3N4Cc3cc(-c4ccccc4)on3)cc2)cc1
-1.1,O=C(C[C@H]1C=C[C@@H](NC(=O)c2cnccn2)[C@@H](CO)O1)NCc1ccccc1F
0.65,COC(=O)C[C@@H]1CC[C@@H]2[C@H](COc3ccc(NC(=O)Nc4c(C)noc4C)cc3C(=O)N2C)O1
-0.77,C[C@H](NC(=O)C[C@@H]1CC[C@H]2[C@@H](COc3ccc(NC(=O)C4CCOCC4)cc3C(=O)N2C)O1)c1ccccc1
1.7&4.2,COc1ccc(-c2ccc(C3[C@@H]4CN(S(=O)(=O)c5cccc(C)c5)C[C@H]3N4)cc2)cc1 (some centres undefined)

Continued; the last seven above are carried over.
IDE exosite FP,SMILES
2.4,COCC(=O)N1CCCCN2[C@@H](CO)[C@H](c3ccc(-c4ccc(C)cc4)cc3)[C@@H]2C1
-13*,O=C(NC1CCCCC1)N1CC(=O)N2[C@H](CO)[C@@H](c3ccc(-c4cccc(F)c4)cc3)[C@@H]2C1
0.12,c1ccc(-c2ccc([C@H]3[C@H]4CNC[C@@H]3N4Cc3cc(-c4ccccc4)on3)cc2)cc1
-1.1,O=C(C[C@H]1C=C[C@@H](NC(=O)c2cnccn2)[C@@H](CO)O1)NCc1ccccc1F
0.65,COC(=O)C[C@@H]1CC[C@@H]2[C@H](COc3ccc(NC(=O)Nc4c(C)noc4C)cc3C(=O)N2C)O1
-0.77,C[C@H](NC(=O)C[C@@H]1CC[C@H]2[C@@H](COc3ccc(NC(=O)C4CCOCC4)cc3C(=O)N2C)O1)c1ccccc1
1.7&4.2,COc1ccc(-c2ccc(C3[C@@H]4CN(S(=O)(=O)c5cccc(C)c5)C[C@H]3N4)cc2)cc1 (some centres undefined)
0.45,CN1C(=O)c2cc(NC(=O)Nc3ccccc3F)ccc2OC[C@@H]2O[C@@H](CC(=O)NCCc3ccncc3)CC[C@H]21
4.1,Cc1ccc(S(=O)(=O)N2[C@@H]3CNC[C@H]2C3c2ccc(-c3ccc(C(=O)N(C)C)cc3)cc2)cc1 (some centres undefined)
-2.5,O=C1CN(Cc2ccc(F)cc2)C[C@@H]2[C@@H](c3ccc(-c4ccccc4F)cc3)[C@@H](CO)N12
-0.92,O=C1N[C@@H](c2ccccc2)COCc2cn(nn2)CC[C@H]1Cc1ccc(C(F)(F)F)cc1
2.7&-0.68,CCCNC(=O)N1[C@@H]2CNC[C@H]1C2c1ccc(-c2cccc(C#N)c2)cc1 (some centres undefined)
-4.3*,O=C(c1cccnc1)N1CC(=O)N2[C@H](CO)[C@@H](c3ccc(/C=C/c4ccccc4)cc3)[C@@H]2C1
-1.1,Cn1cnc(S(=O)(=O)N[C@@H]2CC[C@H](CC(=O)NCC3CCCCC3)O[C@H]2CO)c1
-0.56,CN1C(=O)c2cc(NC(=O)c3ccc4c(c3)OCO4)ccc2OC[C@H]2O[C@@H](CC(=O)O)CC[C@H]21
-4.2*,COc1ccc2c3c([nH]c2c1)[C@@H](CO)N(Cc1cccc(F)c1)CC31CCN(C(C)=O)CC1
-1.3,COCC(=O)N1CCCCN2[C@H](CO)[C@@H](c3ccc(-c4ccc(OC)cc4)cc3)[C@H]2C1
1.7,CN1CCCCN2[C@@H](CO)[C@H](c3ccc(Br)cc3)[C@@H]2C1
-0.4,C[C@H](CO)N1C[C@H](C)[C@H](CN(C)C(=O)Nc2ccccc2C(F)(F)F)OCc2cnnn2CCCC1=O
-0.67,CO[C@H]1CN(C)C(=O)c2cc(NC(C)=O)ccc2OC[C@@H](C)N(C(=O)Cc2ccccn2)C[C@H]1C
0.34,COc1ccccc1NC(=O)N[C@H]1CC[C@H](CCNS(=O)(=O)c2ccc(Cl)cc2)O[C@@H]1CO
1.1,CC(C)NC(=O)N(C)C[C@@H]1Oc2ccc(NC(=O)Cc3ccccc3)cc2CC(=O)N([C@@H](C)CO)C[C@H]1C
-1.1,COc1ccc(NC(=O)N2CCC3(CC2)CN(C(=O)CN2CCOCC2)[C@@H](CO)c2[nH]c4cc(OC)ccc4c23)cc1
1.2,CO[C@@H]1CC[C@@H]2CCN(C)C(=O)[C@H](C)N(C)C(=O)c3cccc(C#N)c3OC[C@@H]1O2
0.83,Cc1ccc(-c2ccc([C@@H]3[C@@H](CO)N4C(=O)CN(C(=O)c5ccccc5)C[C@H]34)cc2)cc1
-0.41,O=C(Nc1ccc(F)cc1)N1CC(=O)N2[C@@H](CO)[C@H](c3ccc(-c4cccc(F)c4)cc3)[C@@H]2C1
0.06,O=C(C[C@@H]1CC[C@@H](NC(=O)Nc2ccc(C(F)(F)F)cc2)[C@@H](CO)O1)NCc1cccc(F)c1
2.7,CC(C)NC(=O)N1CCCCN2[C@H](CO)[C@@H](c3ccc(Br)cc3)[C@H]2C1
0.69,O=C(NC[C@H]1[C@H](c2ccccc2)[C@H](CO)N1Cc1ccccn1)C1CC1
-4.8*,O=C(C1CCOCC1)N1CC(=O)N2[C@H](CO)[C@H](c3ccc(/C=C/c4ccccc4)cc3)[C@@H]2C1
-0.19,C[C@@H](O)C#Cc1ccc([C@H]2[C@@H](CO)N3CCCCN(C(=O)Nc4ccccc4)C[C@H]23)cc1
-2.2,N#C[C@H]1[C@@H](c2ccc(C#Cc3cccc(F)c3)cc2)[C@@H](CO)N1C(=O)C1CCOCC1
2.9,O=C(Nc1ccc(F)cc1)N1CC(=O)N2[C@H](CO)[C@@H](c3ccc(C#CC4CC4)cc3)[C@@H]2C1
-19*,Cc1ccccc1-c1ccc([C@H]2[C@@H](CO)N3CCCCN(C(=O)NC4CCCC4)C[C@@H]23)cc1
-0.075,CO[C@@H]1CN(C)C(=O)c2cc(NC(=O)C3CC3)ccc2OC[C@H](C)N(Cc2cc(F)ccc2F)C[C@H]1C
1.6,CN(C)CC(=O)N1[C@@H](CO)[C@@H](c2ccccc2)C12CN(C(=O)c1ccc(F)cc1)C2
2.9,C/C=C/c1ccc([C@@H]2[C@H](CO)N3CCCCN(C(=O)Nc4ccc(F)cc4)C[C@@H]23)cc1
1.9,COCCN(C[C@@H]1[C@@H](c2ccccc2)[C@@H](CO)N1C(C)=O)C(=O)c1ccncc1
-2.3,O=C(c1cccc(F)c1)N1CC(=O)N2[C@H](C1)[C@H](c1ccc(/C=C/c3ccccc3)cc1)[C@@H]2CO
-1,COc1ccc2c3c([nH]c2c1)[C@H](CO)N(C)CC31CCN(C(=O)CN(C)C)CC1
-0.21,CO[C@H]1CC[C@@H]2CCN(C)C(=O)CCCN(C)C(=O)c3cc(C#N)ccc3OC[C@@H]1O2
-0.15,O=C(C1CCOCC1)N1[C@@H](CO)[C@@H](c2ccccc2)C12CN(CCC(F)(F)F)C2
3.5,CC(C)CC#Cc1ccc([C@H]2[C@@H](CO)N3CCCCN(S(=O)(=O)c4ccc(F)cc4)C[C@H]23)cc1
2.3&-2.8,O=S(=O)(c1ccccc1F)N1C[C@@H]2N[C@H](C1)C2c1ccc(/C=C/c2ccccc2)cc1 (some centres undefined)
1.9,OC[C@H]1[C@H](c2ccc(C#Cc3cccnc3)cc2)[C@H]2CN(Cc3ccccc3F)CCCCN21
4.3,C/C=C/c1ccc([C@H]2[C@@H](CO)N(Cc3ccc(F)cc3)[C@H]2CNC(C)=O)cc1
0.5,COc1ccccc1NC(=O)N1CCCCN2[C@H](C1)[C@H](c1ccc(-c3cccc(C#N)c3)cc1)[C@@H]2CO

Reprinted from the part before: four entries; new compounds follow.
IDE exosite FP,SMILES
2.3&-2.8,O=S(=O)(c1ccccc1F)N1C[C@@H]2N[C@H](C1)C2c1ccc(/C=C/c2ccccc2)cc1 (some centres undefined)
1.9,OC[C@H]1[C@H](c2ccc(C#Cc3cccnc3)cc2)[C@H]2CN(Cc3ccccc3F)CCCCN21
4.3,C/C=C/c1ccc([C@H]2[C@@H](CO)N(Cc3ccc(F)cc3)[C@H]2CNC(C)=O)cc1
0.5,COc1ccccc1NC(=O)N1CCCCN2[C@H](C1)[C@H](c1ccc(-c3cccc(C#N)c3)cc1)[C@@H]2CO
-0.17,CN(C)C(=O)[C@H]1[C@H](CO)[C@H]2Cn3c(ccc(C4=CCCC4)c3=O)[C@@H]1N2S(=O)(=O)c1cn(C)cn1
4.3,COc1ccccc1-c1ccccc1[C@@H]1[C@H](C#N)N(C(=O)C2CC2)[C@H]1CO
3,O=C(C[C@H]1CC[C@H](NC(=O)Nc2ccc(C(F)(F)F)cc2)[C@@H](CO)O1)NCc1cccc(F)c1
-0.72,C[C@H](CO)N1C[C@H](C)[C@@H](CN(C)Cc2ccc3cccnc3c2)OCc2cnnn2CCCC1=O
0.58,C[C@@H]1CN([C@@H](C)CO)C(=O)c2ccccc2-c2ccccc2CO[C@H]1CN(C)Cc1ccccc1C(F)(F)F
1.5,Cc1cccc(S(=O)(=O)N2CC[C@@H]3[C@H]2c2cc(Br)ccc2N(C)[C@H]3CO)c1
-0.97,C/C=C/c1ccc([C@H]2[C@@H](CO)N(c3nc(C)c(C)s3)[C@@H]2CNCC(C)C)cc1
-0.29,CCCNC(=O)N(C)C[C@H]1Oc2cc(C#C[C@H](C)O)ccc2S(=O)(=O)N([C@H](C)CO)C[C@@H]1C
-0.98,COc1cccc(C#Cc2ccc([C@@H]3[C@@H](CO)N4C(=O)CN(C(C)=O)C[C@H]34)cc2)c1
-1.1,CCCNC(=O)N1CC(=O)N2[C@H](CO)[C@H](c3ccc(C#Cc4ccccc4)cc3)[C@H]2C1
-1.5,COc1ccc(NC(=O)N(C)C[C@H]2OCc3cnnn3CCCC(=O)N([C@@H](C)CO)C[C@H]2C)c(OC)c1
1.6,COCCN(C[C@@H]1N[C@@H](CO)[C@H]1c1ccc(-c2ccccc2)cc1)C(C)=O
-0.29,CO[C@H]1CN(C)C(=O)c2ccc(NC(=O)C3CCC3)cc2OC[C@@H](C)N(Cc2ccccn2)C[C@H]1C
0.44,OC[C@H]1[C@H](c2ccc(-c3cccc(F)c3)cc2)[C@H]2CN(Cc3cncnc3)CCCCN21
1.3,COc1ccc(C#Cc2ccc([C@H]3[C@H]4CN(C(=O)Nc5ccccc5)CCCCN4[C@H]3CO)cc2)cc1
-2,CC(C)CC#Cc1ccc([C@@H]2[C@@H](CO)N3C(=O)CN(S(=O)(=O)c4cccc(F)c4)C[C@H]23)cc1
0.24,CCCC(=O)Nc1ccc2c(c1)OC[C@@H](C)N(C(=O)c1cccnc1)C[C@@H](C)[C@H](OC)CN(C)C2=O
4.2&4.3,COc1ccc(-c2ccc(C3[C@H]4CNC[C@@H]3N4S(=O)(=O)c3cccc(Cl)c3)cc2)cc1 (some centres undefined)
-0.94,O=C(C[C@@H]1CC[C@@H]2[C@H](COC[C@@H](O)CN2Cc2cc(F)cc(F)c2)O1)Nc1nccs1
2.4,N#C[C@H]1[C@@H](c2ccccc2C2=CCCCC2)[C@@H](CO)N1C(=O)NC1CCCC1
-5.2*,OC[C@@H]1[C@@H](c2ccc(/C=C/c3ccccc3)cc2)[C@H]2CN(Cc3ccncc3)CCCCN12
-0.37,CO[C@@H]1CN(C)C(=O)c2cc(NC(=O)c3ccc4c(c3)OCO4)ccc2OC[C@@H](C)N(CCC(F)(F)F)C[C@H]1C
-0.87,O=C(C[C@@H]1C[C@H]2c3cc(NC(=O)c4ccc5c(c4)OCO5)ccc3O[C@H]2[C@H](CO)O1)NCCN1CCCCC1
-9.8*,Cc1cccc(-c2ccc([C@@H]3[C@@H](CO)N4CCCCN(S(=O)(=O)c5cccc(C)c5)C[C@@H]34)cc2)c1
-0.32,COc1ccccc1NC(=O)N[C@H]1CC[C@H](CCNS(=O)(=O)c2ccc(Cl)cc2)O[C@H]1CO
0.002,O=C(Nc1ccc(F)cc1)N1CC(=O)N2[C@H](CO)[C@H](c3ccc(-c4ccc(F)cc4)cc3)[C@H]2C1
-0.74,COC(=O)C[C@@H]1CC[C@H]2[C@H](COc3ccc(NC(=O)Nc4c(C)noc4C)cc3C(=O)N2C)O1
-0.09,O=C(C[C@@H]1C[C@H]2c3cc(NS(=O)(=O)c4ccc(F)cc4)ccc3O[C@H]2[C@@H](CO)O1)NCCN1CCCCC1
